INS promoter inh – TRM-6 insulin promoter activity inhibition | inhibition, % at 2 µM | 130,000 compounds, 0.9% hits | AID 1273 | TRM-6 cells (human fetal islet line), insulin promoter-eGFP reporter, imaging; reporter expression induced with tamoxifen;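 active = inhibition above the mean plus 3 SD, with well images judged a real hit on visual review, cut at about 60% in these data, passing the limit was not always enough; inconclusive = inhibition over the cutoff but images rejected on review; inactive = inhibition not above the cutoff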
SDO1 yeast rescue – restores growth of sdo1-depleted yeast | S. cerevisiae sdo1-depleted JHY4D growth rescue, OD600 30 h; hits give high values; pdr5 snq2 efflux-pump mutant strain | z-score at 10 µM | 140,000 compounds, 0.21% hits | AID 817;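 active = z-score above 3 at both the 24 hr and the 30 hr optical density reads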;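 note: z-score against mean and SD of all compound wells on the same plate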
SDO1 yeast rescue Rescue 24 h – also measured in SDO1 yeast rescue; calls as there; z-score; S. cerevisiae sdo1-depleted JHY4D growth rescue, OD600; measured here: growth rescue at 24 h;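 0 is the plate mean of compound wells and units are plate SD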
The depositor's hits bear a star; u = inconclusive; x = no result given; & = joins results of further samples. A portion of the library; rates above refer to the full screens.

SMILES	INS promoter inh	SDO1 yeast rescue	SDO1 yeast rescue Rescue 24 h
COc1ccc2cc(CN(CCO)C(=O)c3ccccc3F)c(=O)[nH]c2c1	15	-0.14	-0.52
O=CN1CCN(C(=O)CN2C(=O)c3ccccc3C2=O)CC1	x	-0.26	-0.8
CCc1cccc(CC)c1NC(=S)NCCc1c(C)[nH]c2ccc(C)cc12	-56	-1.5	-0.84
Cc1ccnn1CC(=O)N/N=C/c1ccc2c(c1)OCO2	-17	0.93	0.55
O=C(Nc1ccccc1Oc1ccccc1)c1ccc(Br)o1	11	-1.5	-1.9
O=C(Nc1nncs1)C1(c2ccccc2)CCCC1	-39	0.37	-0.04
COCc1cc(C)nc(OCC(=O)N/N=C/c2ccc(-c3cc([N+](=O)[O-])ccc3Cl)o2)c1C#N	-35	x	x
CN(CC(CC(=O)O)c1ccccc1)S(=O)(=O)c1ccc(Br)cc1 (stereo not given)	x	1.3	0.9
CCC(=O)Nc1ccc(Oc2ccc3c(c2)C(=O)N(c2ccc(O)cc2)C3=O)cc1	-28	-1.5	-0.34
CCOC(=O)Cn1nnnc1CN(CCc1ccccc1)Cc1cc2cc(CC)ccc2[nH]c1=O	-73	0.18	0.19
O=C(Nc1cccnc1)C1CC(c2ccc(Cl)c(Cl)c2)=NO1 (stereo not given)	63	-0.34	-0.98
COC(=O)c1ccc(CN2C(=O)c3ccccc3S2(=O)=O)cc1	x	0.58	0.51
Cc1ccc(NC(=O)CSc2nc(C)c(Cc3ccccc3)c(=O)[nH]2)cc1	-45	x	x
CCCc1nc(C)c(-c2ccc(OC)c(OC)c2)c(=O)[nH]1	37	1.3	1.3
CC(OC(=O)c1cc2c(s1)CCCCC2)C(=O)NC(N)=O (stereo not given)	x	1	1.3
Cn1c(=O)[nH]c(=O)c2c1ncn2CCN1CCCCC1	8	0.19	-0.76
O=C(Nc1ccccn1)c1cccc(S(=O)(=O)N2CCCCC2)c1	-10	-0.71	-1.3
COc1ccc(C(C(=O)NCC2CCCO2)N(C(=O)CNC(=O)c2cccs2)c2ccccc2C)cc1OC (stereo not given)	41	x	x
O=[N+]([O-])c1ccc(Nc2ccccc2)nc1	54	0.45	-0.18
COc1ccc(/C=C/C(=O)Oc2ccc(/C=N/NC(=O)COc3c(C)cccc3C)cc2)cc1	x	0.57	0.48
Cc1ccc(S(=O)(=O)N2CCN(C(=O)c3ccccc3)C2C(C)C)cc1 (stereo not given)	x	-0.1	-0.11
COc1ccc(N2CCN(C(=O)c3ccc4c(Cl)c5c(nc4c3)CCCC5)CC2)cc1	0	-1.1	-0.73
O=C1CSC(c2cn(-c3ccccc3)nc2-c2ccccc2)N1Cc1ccco1 (stereo not given)	-35	-1.6	-1.2
Fc1ccc2[nH]c3c(N4CCN(Cc5ccc6c(c5)OCO6)CC4)ncnc3c2c1	3	x	x
COc1ccc(NC(=O)CN2CCCC(C)C2)c([N+](=O)[O-])c1 (stereo not given)	-9	0.89	0.36
O=c1c2c(nc3nc(NCc4ccc(Cl)cc4)[nH]n13)CCC2	8	x	x
CCOCCCNC(=O)C1CCN(S(=O)(=O)N2CCCCC2)CC1	x	-0.92	-0.52
Cn1cc2c(=O)n(/N=C/c3ccccc3)cnc2n1	0	0.91	0
CCN(CC)C(=O)NC1CC(=O)N(c2ccc(OC)cc2)C1 (stereo not given)	x	0.52	-0.08
NC(=O)c1ccccc1NC(=O)CCN1C(=O)c2ccccc2C1=O	0	0.77	0.07
Cn1c(SCC(=O)Nc2ccc3c(c2)oc2ccccc23)nnc1-c1ccccc1	23	0.57	2.8
COc1ccc(-n2nc3c(c2NC(=O)C2CCCC2)CS(=O)C3)cc1 (stereo not given)	x	-0.19	-0.97
COc1cccc(-n2nc3c(=O)n(Cc4ccccc4Cl)nc(C)c3c2C)c1	-29	-0.52	-0.51
CC(NC(=O)c1cc(-c2ccc(Br)cc2)on1)c1ccccc1 (stereo not given)	-35	-0.6	-0.15
O=C(Nc1cccnc1)c1ccc2nc(-c3ccccc3)c(-c3ccccc3)nc2c1	8	x	x
O=C(COC(=O)c1cccnc1Cl)NCc1ccc2c(c1)OCO2	9	0.76	-0.15
CC1CCCN(C(=O)CSc2nnc(-c3cccnc3)n2C2CCCCC2)C1 (stereo not given)	-66	0.24	-0.1
Cc1csc(NC(=O)c2nn(C)c(C)c2[N+](=O)[O-])n1	33	2.1	1.3
CSc1nc(Cc2ccccc2)cc(=O)[nH]1	-38	x	x
CNCCOc1nc(N2CCOCC2)nc(C)c1[N+](=O)[O-]	-7	2.1	1.7
O=C1OCCC1Sc1ncnc2sc3c(c12)CCC3 (stereo not given)	-8	0.86	-0.12
CCC1CCCCN1S(=O)(=O)c1ccc(C(=O)Nc2nnc(-c3ccccc3Cl)o2)cc1 (stereo not given)	32	-1.2	-1.1
CC(=O)OCC(=O)[C@@]1(O)CC[C@H]2[C@@H]3CCC4=CC(=O)CC[C@]4(C)[C@H]3[C@@H](O)C[C@@]21C	0	0.18	-0.67
CCOCc1[nH]c(=S)[nH]c(=O)c1Cc1ccc(OC(C)C)cc1	9	x	x
c1coc(CSCc2cn3cccnc3n2)c1	-9	0.58	0.28
CC1(C)CC(=O)C2=C(C1)N(c1ccccc1)C(N)=C(C#N)C2c1ccsc1 (stereo not given)	-58	0.78	1.3
CCN1CC2=C(OC(N)=C(C#N)C2c2cccs2)/C(=C\c2cccs2)C1 (stereo not given)	16	-1.4	-1.5
O=C(N1CCOCC1)N(Cc1ccccc1)c1ccccn1	x	-0.69	-0.48
COc1ccc(C2C(C#N)=C(N)OC3=C2C(=O)CC(C)C3)c(OC)c1OC (stereo not given)	-31	0.19	-0.42
COc1ccc(/C([O-])=C(/C(=S)Nc2ccc(C)c(C)c2)n2c[n+](C)c3ccccc32)cc1OC	-44	x	x
COc1cc(C)c(/C=C(\C#N)C(=O)Nc2cccc(C)c2)cc1C(C)C	x	-0.59	-0.2
CC1Cn2c(nnc2-c2cc3ccccc3cc2O)S1 (stereo not given)	-28	-0.34	-0.07
Cc1ccc(NC(=O)NCCCN2CCOCC2)cc1	51	1	0.32
O=C(CSc1ccccc1C(=O)NCCCN1CCCC1=O)NCc1ccco1	17	0.79	-0.27
O=C(NC(=S)Nc1cccc(Cl)c1N1CCCCC1)c1ccc2c(c1)OCCO2	19	-0.77	-0.48
Cc1cccc(NC(=O)c2c([N+](=O)[O-])c(C(C)(C)C)nn2C)c1	21	-1.6	-0.99
O=C(CCNC(=O)Cn1cnc2ccccc2c1=O)NCC1COc2ccccc2O1 (stereo not given)	x	0.05	-0.89
COc1ccc(C(=O)O)cc1S(=O)(=O)Nc1cccc(C)c1	-32	1.4	1.7
Cc1ccc(C(=O)CSc2nnc(-c3ccco3)o2)o1	-13	0.39	0.59
O=C(COC(=O)c1ccccc1NS(=O)(=O)c1cccs1)NC1CCCCC1	20	-0.5	-0.62

Remaining list, next part
SMILES	INS promoter inh	SDO1 yeast rescue	SDO1 yeast rescue Rescue 24 h
Cc1cc(Nc2cccc(Cl)c2)nc(NCc2ccccc2)n1	x	-2.1	-1.4
CSC1=NC2(CCCCC2)C2=C(CCCC2)N1	35	0.19	0.21
CC(=O)Nc1ccc(SCC(=O)N(CCC#N)c2ccc(C)cc2)cc1	x	0.63	0.58
CCc1nc2ccccc2n1CC(=O)N1CCN(S(=O)(=O)c2cccc(C(F)(F)F)c2)CC1	-71	0.69	0.65
Cc1ccc2c(c1)C(=O)c1ccccc1CS2=O (stereo not given)	-67	0.33	-0.05
O=C(Cc1cc(=O)[nH][nH]1)N/N=C/c1c(Cl)cccc1Cl	u	-0.2&1.2	-0.9&1.8
C=C(C)COc1ccc(-c2n[nH]c(C)c2-c2ccccc2)c(O)c1	65	-1.6	-0.98
CCOC(=O)c1cnc(SCC(=O)Nc2nnc(CC)s2)nc1N	x	-1.5	-1.2
O=C(CN1C(=O)CSc2ccc(S(=O)(=O)N3CCCCC3)cc21)NCc1cccnc1	u	0.87	0.42
O=[N+]([O-])c1cc(S(=O)(=O)NC2=NCCCCC2)ccc1NCC1CCCCC1	-9	x	x
CC(=O)c1c(NC(=O)c2ccccc2)[nH]c(-c2ccccc2)nc1=S	-210	x	x
O=C(C[n+]1ccc(-c2nnc3n2CCC3)cc1)c1ccc(Cl)c(Cl)c1	-46	0.95	0.64
CCN1CCN(CCC(=O)Nc2cccc(OC)c2)CC1	0	0.07	-0.11
CSc1cccc(NC(=O)CSc2ccccc2)c1	-12	-1.3	-1.3
COCCNC(=O)Cn1c(=O)n(CCCCCC(=O)NCc2ccc3c(c2)OCO3)c(=O)c2sccc21	u	x	x
COc1cccc(C(=O)NC2CCN(CC(=O)NCc3ccccc3OC)CC2)c1	0	1.3	1.3
COc1ccc(NS(=O)(=O)c2ccc(O)c(C(=O)OCC(=O)N3CC(C)OC(C)C3)c2)cc1 (stereo not given)	-8	0.8	1.2
CCOC(=O)c1sc2nc(C)nc(Nc3ccccc3)c2c1C	43	x	x
Cc1ccc(N/C=C/C(=O)c2ccccc2)cc1C	8	0.14	-0.53
O=C(NCc1ccco1)C(=O)NCc1ccccc1Cl	13	0.44	0.43
CC(C)CN(CC(C)C)CC(O)COc1ccc([N+](=O)[O-])cc1 (stereo not given)	18	0.61	0.17
O=C(CSc1nnc(NC(=O)c2c(F)cccc2F)s1)Nc1ccc(F)cc1	11	x	x
COC(=O)COc1ccc(S(=O)(=O)N2CCOCC2)cc1	x	0.24	-0.78
C[C@H](NC(=O)c1ccc(Br)cc1)C(=O)NCc1ccc(S(N)(=O)=O)cc1	-17	x	x
Cc1nc(SCC(C)C)[nH]c(=O)c1Cc1ccccc1	x	-1.5	-1.6
CCC(=O)NNc1ncnc2c1cnn2-c1cccc(C)c1	-17	x	x
O=C(Nc1ccc(F)c(F)c1)c1ccc(F)c(S(=O)(=O)N2CCC3(CC2)OCCO3)c1	21	x	x
O=C(COc1ccc2c(C(F)(F)F)cc(=O)oc2c1)NCc1cccs1	50	0.12	-0.33
CC1CCC(C(C)C)C(OCC(O)CN2CCOCC2)C1 (stereo not given)	-79	2	1.7
COC(=O)C1=C(C)Nc2ncnn2C1c1ccc(OCc2ccccc2)cc1 (stereo not given)	-19	0.4	0.05
CCn1c(SCC(=O)O)nc2sc3c(c2c1=O)CCC3	-34	-0.95	-0.83
COc1cc2c(cc1OC)[C@H](Cc1ccc(O)cc1)NCC2	14	-0.14	-0.64
Cc1c(NC(=O)C2(C)CCCCC2)c(=O)n(-c2ccccc2)n1C	x	0.91	-0.51
O=C(NC(c1ccccc1)c1ccccc1)N1CCN(CCO)CC1	-30	-0.95	-1.4
O=C(OCn1nnc2ccccc2c1=O)c1cccnc1	36	0.08	0.17
COC(=O)CNC(=O)COC(=O)c1ccc(OC)c([N+](=O)[O-])c1	27	1.1	-0.1
O=C(NN=C1C2CC3CC(C2)CC1C3)c1cccc(S(=O)(=O)N2CCOCC2)c1	4	-0.03	-0.48
O=C(Nc1ccccc1)N1CC=C(c2ccc(F)cc2)CC1	u	-0.83	-0.85
O=C(CC1(O)C(=O)N(Cc2cccc3ccccc23)c2ccccc21)c1cccnc1 (stereo not given)	4	-1.1	-1.2
COc1cccc(C2C=C(Nc3ccccc3)C(=O)N2c2ccccc2)c1 (stereo not given)	-36	-1.2	-0.3
COc1ccc(N2CCN(C(=O)c3cc4c(-c5ccc(Cl)cc5)nn(C)c4s3)CC2)cc1	x	-0.33	0.37
COc1cc(NC(=O)CN(C)S(=O)(=O)c2ccc3c(c2)CCC(=O)N3)cc(OC)c1	x	0.53	1.7
Cc1ccc(-c2nnc(SCC(=O)Nc3nccs3)n2N)cc1	50	-0.36	-0.86
